Assay outcomes: PubChem BioAssay, several laboratories
NPY-Y1 antag: NPY-Y1 receptor antagonists, primary screen, cell-based. AID 1040, 2008. 200,000 tested, 1% active. Neuropeptide Y receptor type 1 (Homo sapiens), P25929. HEK293-CNG Y1 cells, membrane potential fluorescence; NPY at EC95, then isoproterenol. inhibition, % at 3.6 µM;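 active = inhibition above the campaign mean inhibition of all tested compounds plus 3 SD, cut at about 20% in these data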;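 note: 0% = DMSO wells given NPY plus isoproterenol and 100% = isoproterenol alone without NPY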
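Material: HEK293 cells with Y1 receptor plus CNG channel; times: compound incubation 1 h at room temperature, readout 45 min post-stimulation; signal: fluorescence, membrane potential probe; read-out basis: fluorescence ratio normalized to % inhibition between controls; benchmarks: full-block control isoproterenol-only wells, zero-block control NPY plus isoproterenol wells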
TRPML3 agonist: human TRPML3 channel agonists, primary screen, cell-based, HEK293 TRPML3-YFP, Fluo-8 calcium fluorescence, 3 µM | AID 1448, 2008 | 100% = the carbachol control signal | 220,000 tested, 0.29% active | activation, % at 3 µM;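 active = activation above its plate's cutoff, the mean activation of the plate's test wells plus 3 SD, cut at about 12% in these data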;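 note: 0% = DMSO only wells and 100% = carbachol wells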
Target sequence (Q8TDD5 whole entry, looked up): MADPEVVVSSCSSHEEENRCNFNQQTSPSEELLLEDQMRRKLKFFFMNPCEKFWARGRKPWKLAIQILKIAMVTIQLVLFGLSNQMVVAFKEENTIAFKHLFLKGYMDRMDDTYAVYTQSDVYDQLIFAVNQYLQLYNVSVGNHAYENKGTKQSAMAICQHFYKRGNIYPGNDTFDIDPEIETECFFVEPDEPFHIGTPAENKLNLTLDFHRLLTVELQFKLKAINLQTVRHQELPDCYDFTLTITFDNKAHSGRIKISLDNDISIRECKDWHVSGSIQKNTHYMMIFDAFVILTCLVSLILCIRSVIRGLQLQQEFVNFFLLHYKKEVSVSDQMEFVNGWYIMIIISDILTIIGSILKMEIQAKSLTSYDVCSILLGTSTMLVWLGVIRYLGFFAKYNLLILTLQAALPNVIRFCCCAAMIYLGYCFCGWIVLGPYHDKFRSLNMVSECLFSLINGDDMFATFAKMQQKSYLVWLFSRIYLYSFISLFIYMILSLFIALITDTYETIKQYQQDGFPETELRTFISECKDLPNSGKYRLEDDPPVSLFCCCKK
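system = HEK293 cells stably carrying human TRPML3-YFP | doses = one concentration, 3 µM nominal, 0.3% DMSO | timing = dye loading 1 h 37 °C then 30 min ambient, 125 s read | detection = Fluo-8 calcium dye fluorescence, ex 470-495, em 515-575 nm | benchmarks = high control carbachol 87 µM, low control DMSO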
CHOP inhibitor: inhibitors of CHOP promoter induction, primary screen, cell-based, unfolded protein response, luciferase reporter | inhibition, % at 10 µM | CHO-K1 CHOP-promoter luciferase, tunicamycin-induced, 15-18 h | 220,000 tested, 3.8% active | AID 2732, 2010;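 active = compounds that reduced the stress-induced luciferase reporter signal by more than about 70% of percent inhibition, limit read from the data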;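 note: 0% = tunicamycin plus vehicle and 100% = wells without tunicamycin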
PPC-1+TRAIL kill: compounds killing PPC-1 cancer cells with TRAIL present, primary screen, TRAIL potentiator project, ATPLite luminescence, uHTS; PPC-1 cells + TRAIL, ATPLite viability luminescence; cell killing (% activity), % at 4 µM; 220,000 tested, 0.41% active;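 active = cell killing above 50% in the first pass at 4 µM, then a duplicate retest at 5 µM averaging 50% or more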;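 note: plate controls were cells with TRAIL plus DMSO for no effect and medium-only wells lacking cells for full effect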
PGE2 EP2 inh: human EP2 receptor antagonists, primary screen, TR-FRET cAMP, C6 glioma cells | Prostaglandin E2 receptor EP2 subtype (Homo sapiens), P43116 | inhibition, % at 25 µM | AID 1422, 2008 | 260,000 tested, 0.52% active | C6 glioma cells expressing human EP2; cells stimulated with saturating PGE2;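 active = percent inhibition above 40 after rounding to a whole number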;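 note: rat C6 glioma host cells with rolipram phosphodiesterase inhibitor present; the protocol text gives 20 µM as final concentration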
Target sequence (P43116 whole entry, looked up): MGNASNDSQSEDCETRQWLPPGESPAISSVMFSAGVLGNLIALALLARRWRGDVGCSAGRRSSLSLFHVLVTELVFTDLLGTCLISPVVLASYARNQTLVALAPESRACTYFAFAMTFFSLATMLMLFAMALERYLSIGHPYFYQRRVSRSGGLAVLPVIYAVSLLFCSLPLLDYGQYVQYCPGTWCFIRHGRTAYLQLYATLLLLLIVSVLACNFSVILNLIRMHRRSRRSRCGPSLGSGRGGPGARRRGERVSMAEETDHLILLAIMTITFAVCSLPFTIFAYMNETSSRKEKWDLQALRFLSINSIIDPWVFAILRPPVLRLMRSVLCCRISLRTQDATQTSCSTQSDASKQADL
TRPN1 ag: zebrafish TRPN1 channel agonists, primary screen, cell-based, HEK293, calcium fluorescence | transient receptor potential cation channel N1 (TRPN1/NompC), Danio rerio | HEK293 zebrafish TRPN1-YFP, Fluo-8 calcium fluorescence; 100% = response to 87 µM carbachol | activation, % at 3 µM | 220,000 tested, 0.18% active;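 active = activation above its plate's cutoff, the mean activation of test wells on that plate plus 3 SD, cut at about 19% in these data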;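 note: 0% = DMSO alone and 100% = 87 µM carbachol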
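Assay system: Zebrafish TRPN1-YFP in HEK293 cells | Incubation: Dye loading 1 h at 37 °C, then 30 min room temperature | Measured by: Kinetic Fluo-8 fluorescence, ex 470-495, em 515-575 nm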
14-3-3 Bad inh: inhibitors of 14-3-3 zeta/Bad binding, primary screen, biochemical, TR-FRET, bovine 14-3-3 zeta; 14-3-3 protein zeta/delta (Bos taurus), P63103; TR-FRET 14-3-3zeta/Dy647-pBad peptide displacement, 1 h; inhibition, % at 21.7 µM; 220,000 tested, 0.71% active;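 active = inhibition above about 70%, limit read from the data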;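 note: 0% = full 14-3-3 plus peptide FRET controls and 100% = background without 14-3-3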
EP2 modulator: EP2 receptor modulators, cAMP readout, primary screen, cell-based, HTRF cAMP, PGE2 stimulation; 260,000 tested, 0.83% active; Prostaglandin E2 receptor EP2 subtype (Homo sapiens), P43116; AID 940, 2007; induction, % at 25 µM; EP2-expressing cells, cAMP HTRF FRET, PGE2 co-stimulation;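 active = compounds whose cAMP rise, as percent of the full-agonist control response, exceeds 60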;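 note: rat C6 glioma line stably carrying human EP2 under a CMV promoter; the protocol text gives 20 µM as final concentration; 100% = response of wells given 1 µM PGE2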
NPY1 pot ag: NPY-Y1 receptor potentiators or agonists, primary screen, cell-based; NPY-Y1 expressing cells, potentiator/agonist activation; activation, % at 3.6 µM; 220,000 tested, 0.37% active; in the data active = activation above about 33%, passing the limit was not always enough;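 note: cells stimulated with NPY at EC10 then isoproterenol at EC100; 0% = low agonist plus stimulus and 100% = saturating agonist plus stimulus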
* hit, by the source's call; nt = not tested or not shown; & = joins results of further samples; [ ] = remark or other dose. Not all compounds are listed. The share of hits here may be higher or lower than overall.

SMILES | NPY-Y1 antag | TRPML3 agonist | CHOP inhibitor | PPC-1+TRAIL kill | PGE2 EP2 inh | TRPN1 ag | 14-3-3 Bad inh | EP2 modulator | NPY1 pot ag
O=C(COc1ncnc2sccc12)Nc1cccc(S(=O)(=O)N2CCCC2)c1 | nt | 0.0 | -4 | 6 | 11 | 0.4 | -5 | -16 | 19
CC1=NN(c2ccccc2)C(=O)/C1=C/c1cccs1 | -2 | 0.5 | 2 | 5 | 12 | 0.2 | -5[fluorescence artefact?] | -4 | 5
CSCC[C@H](NC(=O)OC(C)(C)C)C(=O)N/N=C/c1cc2ccc(C)cc2nc1Cl | -3 | 0.5 | 74* | 14 | 5 | 0.9 | 6[fluorescence artefact?] | 37 | 20
C=CCn1c(-c2csc3c2CCC(C)C3)n[nH]c1=S (configuration not stated) | 0 | -0.2 | 80* | 15 | 3 | -3.2 | 1 | 13 | 2
Cn1c(=O)n(C)c2cc(/C=N/NC(=O)c3ccc(Cl)cc3Cl)ccc21 | 8 | 0.6 | 15 | 10 | 6 | -0.5 | -2 | -20 | 15
CCOC(=O)Cc1csc(NC(=O)/C=C\c2ccccc2Cl)n1 | -2 | 1.9 | 24 | 35 | 6 | 0.1 | 1 | -85 | -1
CCOc1cc(CNc2ccc(S(N)(=O)=O)cc2)cc(Cl)c1OC | -1 | -1.1 | 18 | -18 | 6 | -3.7 | -3[fluorescence artefact?] | 29 | -20
CC(C)(C)n1nnnc1C(c1cccs1)N1CCCc2ccccc21 (configuration not stated) | 6 | -1.0 | 2 | 6 | 12&6 | -1.2 | 14 | 29&4 | 10
CCOC(=O)c1sc2nc(CC(=O)OC)nc(NCC(=O)OC)c2c1C | 4 | 0.9 | -2 | 19 | 4 | 0.4 | 11 | 22 | 1
CCOCCCNC(=O)c1ccccc1SC | 4 | 0.7 | 28 | -6 | 10 | 2.0 | -1 | 5 | -25
CC(C)c1cc(NCCCN2CCOCC2)n2c(nc3ccccc32)c1C#N | -3 | 1.1 | 5 | 22 | 7 | 0.5 | 12 | -7 | -5
CC(C)(C)CC(=O)NCCCCCCNC(=O)CC(C)(C)C | 0 | 1.1 | 13 | 12 | 8 | 1.3 | -11 | 17 | -14
CCOc1ccc(CCNC(=O)CN2CCN(Cc3ccccc3C)C2=O)cc1OCC | -2 | 0.1 | 19 | 8 | 10 | -0.1 | 6 | 26 | 5
CC(C)(C)NS(=O)(=O)c1cnc(Cl)c(Cl)c1 | -1 | 0.9 | 6 | 4 | 6 | 0.5 | -6[fluorescence artefact?] | 23 | -2
CCOC(=O)C1=C(N)Oc2cc(C)oc(=O)c2C1c1cccnc1 (configuration not stated) | 1 | -1.0 | 17 | -1 | 9 | -0.1 | -3 | 29 | 10
COc1cc(S(=O)(=O)N(Cc2ccc(C)cc2)C2CCCCC2)ccc1-n1cnnn1 | 0 | 0.8 | 28 | 12 | 7 | 0.2 | -2 | 22 | 19
CCCCN(C)S(=O)(=O)c1ccc(C(=O)Nc2nnc(-c3ccco3)o2)cc1 | -4 | -1.0 | 24 | 9 | 6 | -0.9 | -20 | 16 | -13
CCOc1ccc(OCc2ccc(C(=O)N3CCc4ccccc4C3)o2)cc1 | 7 | -1.2 | 5 | 2 | 2 | -2.0 | -2[fluorescence artefact?] | -18 | -26
O=C1c2ccccc2C2=Nc3ccccc3SC(c3ccc(Cl)cc3)C12 (configuration not stated) | -4 | 0.1 | 16 | 4 | 5 | 0.9 | 46[fluorescence artefact?] | -45 | 38
Fc1ccc(CSc2ncnc3nc[nH]c23)cc1 | 6 | 0.5 | 44 | 20 | 8 | 0.6 | 1 | 11 | -1
Cc1cc2occ(CC(=O)OCC(=O)Nc3sc4c(c3C#N)CCC(C)C4)c2cc1C (configuration not stated) | 4 | 1.1 | 2 | -2 | 8 | 0.9 | -12 | 26 | -14
Cc1ccc(NC(=O)CSc2ccc(-c3ccco3)nn2)c(C)c1 | 8 | 0.2 | 6 | 12 | 14 | -1.9 | -17 | -32 | 11
O=C(NCc1c(Cl)cccc1Cl)c1ccc2nnsc2c1 | nt | 0.2 | 4 | 0 | 12 | -1.1 | -8 | -57 | -14
Cc1c(Cl)cccc1NC(=S)NCC(c1cccnc1)N(C)C (configuration not stated) | 3 | 0.6 | 1 | 4 | 5 | -0.9 | -17 | -7 | 12
C/C(=C/c1oc2ccc(O)cc2c1[N+](=O)[O-])N(C)C | 0 | -0.1 | -2 | -8 | 10 | -0.1 | -11[fluorescence artefact?] | 3 | 11

The last four records of the part before come first, to join the parts:
SMILES | NPY-Y1 antag | TRPML3 agonist | CHOP inhibitor | PPC-1+TRAIL kill | PGE2 EP2 inh | TRPN1 ag | 14-3-3 Bad inh | EP2 modulator | NPY1 pot ag
Cc1ccc(NC(=O)CSc2ccc(-c3ccco3)nn2)c(C)c1 | 8 | 0.2 | 6 | 12 | 14 | -1.9 | -17 | -32 | 11
O=C(NCc1c(Cl)cccc1Cl)c1ccc2nnsc2c1 | nt | 0.2 | 4 | 0 | 12 | -1.1 | -8 | -57 | -14
Cc1c(Cl)cccc1NC(=S)NCC(c1cccnc1)N(C)C (configuration not stated) | 3 | 0.6 | 1 | 4 | 5 | -0.9 | -17 | -7 | 12
C/C(=C/c1oc2ccc(O)cc2c1[N+](=O)[O-])N(C)C | 0 | -0.1 | -2 | -8 | 10 | -0.1 | -11[fluorescence artefact?] | 3 | 11
CCCn1nc(NC(=O)C2CCCO2)c2cc3cc(C)ccc3nc21 (configuration not stated) | -6 | 0.0 | 12 | 13 | 7 | -0.6 | -5 | -21 | 10
COc1cccc(OC)c1C(=O)NC(=S)Nc1ccc2oc(-c3ccncc3)nc2c1 | 6 | 0.8 | 4 | 5 | 8 | 0.8 | -7 | -52 | 20
O=C1/C(=C/c2cccs2)NC(=S)N1C1CC1 | -2 | 0.1 | 27 | 19 | 10 | 0.3 | -1 | -17 | -20
CC(C(=O)Nc1ccc2c(c1)OCCO2)N(C)Cc1c(F)cccc1Cl (configuration not stated) | 11 | 1.0 | -8 | 19 | 9 | -0.6 | 97* | -15 | -12
COc1cc(NC(=S)NCCO)c(OC)cc1Cl | nt | 0.8 | 9 | -6 | 7 | 1.5 | -4 | 11 | 1
COc1ccccc1CNC(=O)C(Cc1c[nH]c2ccccc12)NC(=O)OCc1ccccc1 (configuration not stated) | -5 | -0.5 | 42 | 3 | 8 | -2.3 | -9 | 20 | 13
O=C(COc1ccc(Br)cc1Cl)NC(=O)NCc1ccccc1 | -4 | 0.4 | 80* | 18 | 5 | 1.5 | 6[fluorescence artefact?] | -10 | -3
CSCC[C@H](NC(=O)NCc1ccccc1F)C(=O)O | 4 | 0.7 | 16 | -23 | 8 | 2.3 | 3 | -8 | -12
Cc1cccc(N(CC(=O)NCCSc2ccccn2)S(=O)(=O)c2ccccc2)c1 | -3 | -0.6 | 16 | 17 | 11 | -0.5 | 24 | 17 | 0
CCOC(=O)c1[nH]c(C)c(/C(O)=C2\C(=O)C(=O)N(CCN(C)C)C2c2ccc(C)o2)c1C (configuration not stated) | -5 | 0.0 | -9 | 18 | 5 | 0.3 | -21 | 7 | -30
CC(C)C[C@H](NC(=O)NCc1ccccc1Cl)C(=O)O | 2 | -0.4 | 19 | 4 | 11 | 0.9 | -8[fluorescence artefact?] | 9 | -11
CN(CC(=O)Nc1ccc(Cl)c(C(F)(F)F)c1)C(=O)/C=C/c1ccco1 | 8 | 0.4 | 40 | 21 | 9 | -1.2 | -6 | -42 | -12
COc1cccc(C(=O)c2c(C)c(CCC#N)n3ccccc23)c1OC | 2 | -0.2 | 4 | 25 | 4 | -1.8 | -2 | -12 | 0
COc1ccc(-c2c(C#N)c(N)nc3c2c(=O)n(C)c(=O)n3C)cc1 | 2 | -0.4 | 13 | 11 | 10&14 | -0.7 | 6 | 10&2 | 4
Cc1cc(C(=O)N/N=C/c2ccc(-c3ccccc3Cl)o2)n[nH]1 | -2 | -0.6 | -10 | -3 | 12 | -0.2 | 27[fluorescence artefact?] | 17 | -9
Cc1sc(C(=O)NCc2cccnc2)c2nc(C)n(CC(=O)NCc3cccnc3)c(=O)c12 | 4 | 0.7 | 33 | 19 | 9 | 0.9 | 3 | -5 | 14
O=c1ccc(-c2nc3ccccc3n2Cc2ccccc2Cl)c[nH]1 | 0 | 0.6 | 9 | 14 | 4 | 1.3 | -2 | 4 | -7
COc1ccc(-c2cn[nH]c2N)c(OC)c1 | -8 | 0.4 | 33 | 8 | 8 | 0.1 | 4 | 5 | 3
CCN(C(=O)CN1CC(C)OC(C)C1)c1c(N)n(Cc2ccccc2)c(=O)[nH]c1=O (configuration not stated) | 2 | -0.1 | 4 | 2 | 6 | 1.3 | -1 | 12 | -1
COC(=O)CCCCCc1ccc(C(C)=O)s1 | 7 | 0.9 | 59 | 6 | 12 | -0.9 | 0 | 8 | -4
O=C(Nc1ccc(F)cc1F)c1cc2n(n1)C(C(F)(F)F)C1CCCCC1N2 (configuration not stated) | -7 | -0.1 | 62 | 17 | 16 | 0.6 | -6 | -2 | 4
COc1ccc2c(c1)oc(=O)c1cc(OC)ccc12 | 3 | 0.8 | 25 | 2 | 11 | 0.8 | 40 | 23 | -1
COc1ccc(CC(=O)Nc2ccc(-c3cn4ccccc4n3)cc2)cc1OC | 0 | 0.5 | -4 | 25 | 6 | 1.0 | 17 | -48 | 3
COc1ccc(-c2ccc(CCC(=O)O)n2Cc2ccco2)cc1 | 4 | 0.1 | 12 | 7 | 9 | 1.3 | -1 | 21 | 8
Cc1nn2c(C)nc3sc4c(c3c2nc1=O)CC(C)(C)OC4 | 0 | -0.6 | 8 | 7 | 9 | 1.6 | -2 | 25 | 1
O=c1cnc(-c2ccc(Cl)cc2)cn1O | 7 | 0.5 | -1 | 28 | 7 | -0.6 | 20 | -9 | -12
CC(=O)COC(=O)CCc1nc2ccccc2[nH]c1=O | 4 | 0.9 | -18 | 28 | 4&8 | 1.9 | 9 | 18&18 | -6
